12-LOX inh: blocks human arachidonate 12S-lipoxygenase; Potency, µM (series often up to 108 µM), inactives show top-dose activity change, negative = inhibition, most hits filed as inhibitors; purified 12hLO, xylenol orange hydroperoxide absorbance; actives 1.1% (n = 580,000); P18054; AID 1671190; active = well fitted inhibition curve with a large enough effect; inconclusive = small, poorly fitted or top-dose-only effect, or another doubt; inactive = no such curve, though single readings can be large or run the other way
Target sequence (P18054 whole entry, looked up): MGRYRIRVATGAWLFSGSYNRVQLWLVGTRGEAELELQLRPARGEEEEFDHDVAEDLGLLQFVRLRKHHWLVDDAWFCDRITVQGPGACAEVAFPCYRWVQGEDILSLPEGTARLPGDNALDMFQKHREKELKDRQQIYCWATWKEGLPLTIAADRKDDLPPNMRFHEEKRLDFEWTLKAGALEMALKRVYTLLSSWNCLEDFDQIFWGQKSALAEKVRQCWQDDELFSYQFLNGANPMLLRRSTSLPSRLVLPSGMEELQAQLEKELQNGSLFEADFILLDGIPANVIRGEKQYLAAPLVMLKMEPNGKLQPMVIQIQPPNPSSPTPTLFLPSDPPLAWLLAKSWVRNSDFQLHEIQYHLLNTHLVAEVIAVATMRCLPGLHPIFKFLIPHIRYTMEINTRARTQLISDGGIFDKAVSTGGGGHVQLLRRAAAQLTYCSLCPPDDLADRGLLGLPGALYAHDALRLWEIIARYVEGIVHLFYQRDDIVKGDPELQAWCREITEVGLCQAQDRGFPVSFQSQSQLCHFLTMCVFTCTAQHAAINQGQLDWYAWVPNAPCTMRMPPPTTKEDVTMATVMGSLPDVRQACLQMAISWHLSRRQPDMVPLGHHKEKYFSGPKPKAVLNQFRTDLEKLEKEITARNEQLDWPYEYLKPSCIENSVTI
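Hydroperoxide product was detected by ferrous iron/xylenol orange as the 573 to 405 nm absorbance ratio. Arachidonic acid at 40 uM (final) was turned over for 30 min at room temperature by 150 nM human 12hLO, pH 7.0 Hepes buffer, after 15 min compound preincubation.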
An asterisk follows results filed as active; ? = inconclusive; [ ] = dose if it differs, or a comment. % is scaled to controls: 0 for no effect and ±100 for the full control effect; potency is read from the fitted curve at half-maximal effect. These rows are one share of the data. The share of hits here may be higher or lower than overall.

SMILES	12-LOX inh
O=C(Nc1ccc(N2CCOCC2)cc1)C1CCN(S(=O)(=O)c2cccc(C(F)(F)F)c2)CC1	?
CCNC(=O)N1CCC(Cc2ccc(C(=O)O)cc2)CC1	20%
FC(F)(F)c1ccccc1Cc1c(-c2ccc(Cl)cc2)nc2ccc(Cl)cn12	?
Nc1c(-c2ccc(F)c(F)c2)nc2ncccn12	?
CCOc1ccccc1NC(=O)c1ncoc1-c1ccc(OC)c(OC)c1	57%[activator]
CCCCN1C[C@H](C)[C@@H](CC(=O)Nc2ccccc2)C1=O	-36%
Fc1cccc(-c2nc3cc(Cl)ccc3o2)c1	5%
C=C(C)[C@@H]1C2=CC(C(=O)OC)=C(C[C@H](C(=C)C)[C@H]3O[C@H]3C3=C[C@H]1OC3=O)O2	8%
COCCCNC(=O)c1cc(=O)[nH]c2ccccc12	33%[activator]
Cc1ccc(Oc2ncnc3c2cnn3-c2ccccc2)cc1	40%[activator]
N#Cc1cccc(-c2cn3c(n2)N(C(=O)c2ccsc2)CCC3)c1	49%[activator]
CCn1cc(CN2CCN(C(=O)c3ccco3)CC2)ccc1=O	95%[activator]
CN(C)C1CCN(C(=O)C2(N(C)CCc3ccccc3)Cc3ccccc3C2)C1 (stereo not given)	18%
Cc1ccc(C)c(C(=O)N2CCC(Oc3nccnc3N(C)C)C2)c1 (stereo not given)	30%
O=C1c2cccc(-c3ccc(C(F)(F)F)cc3)c2C2CC=CCN12 (stereo not given)	?
COc1cccc(CN2CCNC(=O)C2CC(=O)NCc2ccon2)c1OC (stereo not given)	44%[activator]
CNC(=O)[C@@H]1C[C@H](Oc2cccnc2)CN1C(=O)c1ccc(OC)cc1OC	?
COc1ccc(C2Cn3nnc(-c4noc(C5CCCCC5)n4)c3CO2)cc1 (stereo not given)	3%
COc1ccc(-c2cc(C(=O)O)c3cc(C)cc(C)c3n2)cc1	-43%
CC(C)C1CN(C(=O)c2ccc(F)cn2)CCC(=O)N1Cc1ccc(F)cc1 (stereo not given)	5%
COC(=O)Cn1nc2n(c1=O)CCN(Cc1ccccc1C)C2=O	5%
Cc1nc(N2CCC(C(=O)NCc3ccccc3Cl)CC2)cc(C(F)(F)F)n1	-2%
Cc1ccc2nc(CN(C)C(=O)[C@H]3O[C@@H](n4ccc(=O)[nH]c4=O)[C@H](O)[C@@H]3O)[nH]c2c1	?
O=C(c1nccc2ccccc12)N1CCc2c(nc(-c3ccccc3)[nH]c2=O)C1	19%
Cc1ccccc1C(=O)N1CCc2nc(-c3ccccc3)nc(-c3ccc(Cl)cc3)c2C1	?
CCn1ncc(CN2CCC(C3CCN(C)CC3)C2)c1C (stereo not given)	108%[activator]
Cc1c(-c2ccccc2)oc2c(C(=O)NC3CC3)cccc2c1=O	?
NC(=O)CCc1nnc(SCC(=O)c2c[nH]c3ccccc23)n1C1CC1	-15%
O=C(CSc1nc2cc([N+](=O)[O-])ccc2o1)NC12CC3CC(CC(C3)C1)C2	?
C/C=C/Cn1c(SCCCCCC)nc2c1c(=O)[nH]c(=O)n2C	-52%
COc1ccc(C(=O)Nc2cccc(-c3nnc4n3CCCC4)c2)cn1	20%
CC(C)CCOc1ccc(/C=C/c2nc3ccccc3s2)cc1	15%
CC(=O)NC[C@H]1O[C@H](Cc2cc(CN3CCN(c4ccccc4)CC3)on2)CC[C@@H]1O	3%[176 µM]
O=C(NC1CCc2n[nH]c(=O)n2CC1)c1n[nH]c2ccccc12 (stereo not given)	-1%
CCOc1ccc2c(n1)CCN(C(=O)c1cc(OC)cc(OC)c1)C2	54%[activator]
COCCOC1CCOC2(CCN(C(=O)COc3ccccc3)CC2)C1 (stereo not given)	25%
CC(C)[C@@H]1CN(C(=O)CCn2ccc(=O)[nH]c2=O)C[C@H]1NS(C)(=O)=O	6%
CC(C)c1ccc(CC(=O)N2CCCc3ncc(C(=O)Nc4ccc5[nH]ccc5c4)cc32)cc1	12%
CC(=O)Nc1ccc(-c2ccnc3c2CC(C)(C(=O)NCCc2ccccc2)O3)cc1 (stereo not given)	13%
O=C(c1cc(C2CCCCN2S(=O)(=O)c2cccs2)on1)N1CCOCC1 (stereo not given)	-5%
N[C@H](Cc1ccccc1)C(=O)N1CCC2(CC1)Nc1ccccc1NC2=O	10%
O=C1CN(C(=O)c2cccc(C(F)(F)F)c2)CC(OCc2cccnc2)CN1CC1CCOCC1 (stereo not given)	32%
Cc1ccccc1CSc1nnc(-c2c[nH]c3ccccc23)o1	?
CCOc1ccccc1NC(=O)N1CCC(Cc2noc(C3CCOCC3)n2)C1 (stereo not given)	31%[activator]
O=C(NCc1ccccc1)c1cc(C2CCCCN2S(=O)(=O)Cc2ccccc2)on1 (stereo not given)	-3%
O=C(Nc1nn[nH]n1)c1cc(-c2ccccc2)nc2ccccc12	4%
O=C(NCc1nnc2cc(-c3nc(C4CC4)no3)ccn12)c1ccc2[nH]ccc2c1	13%
O=C(NCc1ccncc1)c1nc2c(o1)CCN(Cc1ccccc1F)CC2	5%[176 µM]
COCCNC(=O)C1(C)CCN(C(=O)c2ccc(C(F)(F)F)nc2C)C1 (stereo not given)	12%
CC(=O)N1CCC(NC[C@@H]2C=C(C)[C@H](Cc3nc4ccc(Cl)cc4[nH]3)C[C@H]2C(C)C)CC1	12%
O=C(Nc1cccc(-c2nnnn2C2CC2)c1)c1c2c(nc3ccccc13)CCC2	33%[activator]
CCCNC(=O)[C@@H]1CCCN1[C@@H](C(=O)NC)c1ccccc1	?
CCOc1ccc(S(=O)(=O)Nc2ccc(C(=O)N(CC)CC(=O)NCc3cccs3)cc2)cc1	0%
CCn1ccnc1CN(C)Cc1cn(C)nc1-c1ccc(Oc2ccccc2)cc1	2%
CS(=O)(=O)NCCC(=O)N1CCC2(CC1)[C@H](O)C[C@@H]2OCCO	21%
CCCNC(=O)C1(C)CCCN(Cc2c(C)nn(-c3ccccc3)c2C)C1 (stereo not given)	-11%
COc1ccc(C(N)c2csc(Nc3cc(Oc4ccccc4)ncn3)n2)cc1 (stereo not given)	?
O=C(CSCc1ccccc1)NCC1CCCO1 (stereo not given)	5%
O=C1CCN(C(=O)c2cccnc2)CCCC(c2nc(-c3ccccc3)no2)CCN1 (stereo not given)	27%
CC(C)C[C@@H](NC(=O)C1=C[C@@H](NC(=O)c2ccc(F)c(Cl)c2)[C@@H](O)[C@H](O)C1)C(N)=O	20%

Later entries.
SMILES	12-LOX inh
CS(=O)(=O)Nc1ccc(C2(C(=O)NCc3cccs3)CCCCC2)cc1	54%[activator]
COCc1cccc(-c2n[nH]c3c2CC(=O)N(Cc2ccccc2)C3)c1	0%[176 µM]
CC(=O)Nc1ccc(NCc2c(C#N)c3ccccc3n2C)cc1	?
COc1cccc(CNC(=O)[C@@H]2C[C@@H](O)CN2C2CCN(C(=O)Cc3cccc(F)c3)CC2)c1	41%[activator]
COc1ccccc1NC(=O)c1cnc(Nc2ccc(C)c(Cl)c2)c2ccccc12	-23%
CCC1(c2ccccc2)NC(=O)N(Cc2coc(-c3cccs3)n2)C1=O (stereo not given)	?
CC(C)C[C@H]1CNC(=O)C(=O)N1C[C@@H]1CCCN1C[C@H](Cc1ccccc1)N1C[C@H](Cc2ccccc2)N(CCc2ccccc2)C(=O)C1=O	?
Cn1ncc(N2CCCC(CC(=O)Nc3ccc(F)c(F)c3)C2)cc1=O (stereo not given)	0%
O=C(c1ccncc1)N1CCC2(CC1)N=C(c1ccc(Cl)cc1)NO2	1%
CCN(CC)C(=O)C1CCCN(C(=O)CCC2(Cc3cccc4ccccc34)CCC(=O)N2)C1 (stereo not given)	3%
CCCCCNc1nc2ccccc2nc1NS(=O)(=O)c1cccc(Cl)c1	-6%
O=C(/C=C/c1ccc(-c2ccc(F)cc2)o1)N(C1CCCCC1)C1CCCCC1	?

Filtered by structure: the entries above containing an aryl methoxy group (ten)
SMILES	12-LOX inh
CCOc1ccccc1NC(=O)c1ncoc1-c1ccc(OC)c(OC)c1	57%[activator]
COc1cccc(CN2CCNC(=O)C2CC(=O)NCc2ccon2)c1OC (stereo not given)	44%[activator]
CNC(=O)[C@@H]1C[C@H](Oc2cccnc2)CN1C(=O)c1ccc(OC)cc1OC	?
COc1ccc(C2Cn3nnc(-c4noc(C5CCCCC5)n4)c3CO2)cc1 (stereo not given)	3%
COc1ccc(-c2cc(C(=O)O)c3cc(C)cc(C)c3n2)cc1	-43%
COc1ccc(C(=O)Nc2cccc(-c3nnc4n3CCCC4)c2)cn1	20%
CCOc1ccc2c(n1)CCN(C(=O)c1cc(OC)cc(OC)c1)C2	54%[activator]
COc1ccc(C(N)c2csc(Nc3cc(Oc4ccccc4)ncn3)n2)cc1 (stereo not given)	?
COc1cccc(CNC(=O)[C@@H]2C[C@@H](O)CN2C2CCN(C(=O)Cc3cccc(F)c3)CC2)c1	41%[activator]
COc1ccccc1NC(=O)c1cnc(Nc2ccc(C)c(Cl)c2)c2ccccc12	-23%

Continued.
SMILES	12-LOX inh
CN[C@H](C(=O)N[C@H]1C[C@@](O)(C(=O)N[C@H](Cc2c[nH]c3ccccc23)C(N)=O)C[C@@H](O)[C@@H]1O)C(C)C	28%
Cc1ccc(CNC(=O)Cn2c(-c3ccc(F)cc3)nc(C)c(CCO)c2=O)cc1	16%
O=C(COc1cccc(Br)c1)OCc1coc(-c2ccccc2)n1	?
Cc1ncccc1C(=O)N1CCCN(Cc2ccncc2)C(c2ccccc2)CC(=O)NCC1 (stereo not given)	27%
Cc1cc(OCC(=O)NCc2ccc(-c3nc4ncccc4o3)cc2)ccc1Cl	?
COc1cccc(COC2CN(CCc3ccccc3)C(=O)CN(C(=O)CN3CCOC3=O)C2)c1 (stereo not given)	65%
O=C(COC(=O)c1cccnc1Nc1cccc(C(F)(F)F)c1)NCc1ccccc1Cl	-14%
COCCCNC(=O)C1COC2(CCCCC2)N1C(=O)c1c(OC)cccc1OC (stereo not given)	48%[activator]
O=C(C1CCCN1c1nnc(N2CCCC2=O)s1)N1CCN(c2cccc(Cl)c2)CC1 (stereo not given)	-13%
CCCCn1nnnc1C(c1ccccc1)N1CCN(c2ccc(F)cc2)CC1 (stereo not given)	2%
CCN1CCC2(CCC1=O)CN(Cc1nc3c(cnn3C)c(=O)[nH]1)CCN2C (stereo not given)	26%
O=C(Nc1ccc(F)cc1)C(c1ccncc1)N1CCN(C(=O)c2ccco2)CC1 (stereo not given)	-2%
CC1(c2ccccc2)CCCN(c2cncc(C(=O)N3CCOCC3)n2)C1 (stereo not given)	14%
CCn1c(CN2CCOCC2)nnc1SCC(=O)c1cc(C)n(CC)c1C	?
O=C(CCn1nnc2ccccc21)OCC(=O)c1cccc(Br)c1	?
Cc1ccc(CNC(=O)N2CCCC(n3c(C)cnc3C3CCOCC3)C2)cc1 (stereo not given)	2%
CC(C)C(=O)N1CC(n2cc(COc3ccc(F)cc3)nn2)C1	60%[activator]
COc1cccc(C(=O)N2CCC3(CC2)NC(=O)N(c2cccc(F)c2)N3)c1	2µM*
CCNC(=O)CCC[C@@H]1[C@H]2CCCN3CCC[C@@H](CN1C(C)=O)[C@@H]23	25%
COc1ccc(CNC(=O)c2cccc3c2C(=O)N(c2ccc(OC)cc2)C3)cc1	-24%
O=C(O)c1ccc(-c2ccc(CNCc3ccccc3)o2)cc1	-25%
O=C(Nc1ccc(Oc2cccnc2)cc1)C1CCN(CCCc2ccccc2)CC1	6%
N#Cc1cc2c(nc1N1CCN(C(C(=O)O)c3c[nH]c4cc(Cl)ccc34)CC1)CCCC2 (stereo not given)	?
CCCCc1c(C)nn(-c2nc(CC(=O)Nc3cccc(C(C)=O)c3)cs2)c1C	29%

An excerpt from above in order of length of the SMILES, lowest first:
SMILES	12-LOX inh
O=C(O)c1ccc(-c2ccc(CNCc3ccccc3)o2)cc1	-25%
CCCCc1c(C)nn(-c2nc(CC(=O)Nc3cccc(C(C)=O)c3)cs2)c1C	29%
CCNC(=O)CCC[C@@H]1[C@H]2CCCN3CCC[C@@H](CN1C(C)=O)[C@@H]23	25%

Next section:
SMILES	12-LOX inh
C#CCN(C)Cc1nc(C2(O)CCN(C3CCC3)CC2)cs1	11%[176 µM]
O=C(c1cc(F)ccc1Br)N1CCC(n2c(=O)[nH]c3ccccc32)CC1	-6%
CC(C)NC(=O)C(C)[C@@H]1CC[C@@]2(C)CC[C@H](NC(=O)c3cncnc3)[C@@H](C)[C@@H]2[C@H]1O (stereo not given in full)	31%[activator][176 µM]
OCC1CCCCN1CCNC1CCN(c2ccc3c(c2)OCO3)CC1 (stereo not given)	65%[activator]
COc1ccc(-c2c(-c3ccc4ccccc4c3)[nH]c3c2c(=O)[nH]c(=O)n3C)cc1	?
CSc1ncccc1C(=O)Nc1cc(S(=O)(=O)N(C)C)cc(C)c1C	25%
COc1cc2c(cc1OC)[C@@H](NC(=O)c1ccncc1)[C@H](C)[C@H]2c1ccccc1	5%
Cc1ccc(C(=O)N2CCc3nc(C4CC4)nc(-c4ccc(Cl)cc4)c3CC2)cc1	14%
COc1ccc(C(=O)N[C@H]2CO[C@H]3[C@@H]2OC[C@@H]3Nc2nccc(-c3ccccc3OC)n2)cc1	1%
Cc1ccc2c(c1)C(CS(=O)(=O)NCCc1ccccc1)NC2 (stereo not given)	?
CCNC(=O)c1coc(COc2ccc3c(c2)C(c2ccc(F)cc2)N(C(=O)CC(C)C)CC3)n1 (stereo not given)	17%

Reformatted with the structure last: 6 of the compounds above
12-LOX inh	SMILES
25%	CSc1ncccc1C(=O)Nc1cc(S(=O)(=O)N(C)C)cc(C)c1C
11%[176 µM]	C#CCN(C)Cc1nc(C2(O)CCN(C3CCC3)CC2)cs1
5%	COc1cc2c(cc1OC)[C@@H](NC(=O)c1ccncc1)[C@H](C)[C@H]2c1ccccc1
?	Cc1ccc2c(c1)C(CS(=O)(=O)NCCc1ccccc1)NC2 (stereo not given)
17%	CCNC(=O)c1coc(COc2ccc3c(c2)C(c2ccc(F)cc2)N(C(=O)CC(C)C)CC3)n1 (stereo not given)
31%[activator][176 µM]	CC(C)NC(=O)C(C)[C@@H]1CC[C@@]2(C)CC[C@H](NC(=O)c3cncnc3)[C@@H](C)[C@@H]2[C@H]1O (stereo not given in full)
